# RAD52 inh: inhibitors of human RAD52 DNA annealing; P43351; recombinant RAD52 DNA annealing, FRET fluorescence; inhibition, % at 18.7 µM; 0.46% of 360,000 active; AID 651710;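 active = every replicate showing at least 50% inhibition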
# ARNT TACC3 PPI: disruptors of human ARNT/TACC3 interaction; 0.66% of 390,000 active; Q9Y6A5; AlphaScreen His-ARNT PAS-B/GST-TACC3 binding, luminescence; TACC3 fragment carries E629A point mutation; inhibition, % at 9.99 µM;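 active = mean inhibition of replicates at least 50% and at least half of replicates each reaching 50%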;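 note: 0% = complete ARNT plus TACC3 wells and 100% = ARNT alone without TACC3; many hits fall short of the cut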
# E-sel inducer: E-selectin induction on HUVECs. AID 686992. activation, % at 7.58 µM. P16581. 0.37% of 260,000 active. HUVEC E-selectin immunofluorescence imaging; normalized: neutral wells 0, TNF-alpha wells 100;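 active = mean E-selectin-positive cell signal at least 10% of the positive control, reached in at least 60% of replicates, without over 20% cell loss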;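 note: in these data hits start at about 27%; measured in HUVEC primary endothelial cells; signal is the percent of cells scored E-selectin positive by PE staining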
#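 System: HUVEC / Compound: single concentration / Signal: immunofluorescence imaging / Read-out: percent E-selectin-positive cells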
# esBAF inh: inhibitors of esBAF chromatin remodeling in mouse ES cells | reporter increase, % at 12.5 µM | Bmi1-luciferase knock-in reporter, 24 h; 100% = twice the neutral-well signal | 2% of 350,000 active | AID 602393; in the data active = activation above about 40%;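 note: 0% = median of the plate's neutral control wells and 100% = double that signal; a rise in the Bmi1 reporter signal indicates esBAF inhibition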
# PglD inh: blocks C. jejuni PglD acetyltransferase activity; purified PglD enzyme, DTNB colorimetric CoA detection; inhibition, % at 12.5 µM; 0.098% of 360,000 active; in the data active = inhibition above about 16%, passing the limit was not always enough; note: strong numbers were not always called active
# CASP6 VEID inh: caspase-6 (human) enzyme inhibition; P55212; purified caspase-6, Z-VEID-R110 cleavage fluorescence; inhibition, % at 12.5 µM; 0.53% of 350,000 active;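 active = mean inhibition across replicates at least about 35%, with every replicate also reaching that limit, limit read from the data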;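 note: 0% = median of neutral control wells and 100% = no fluorescence left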
# Target sequence (P55212 24-179 limits assumed): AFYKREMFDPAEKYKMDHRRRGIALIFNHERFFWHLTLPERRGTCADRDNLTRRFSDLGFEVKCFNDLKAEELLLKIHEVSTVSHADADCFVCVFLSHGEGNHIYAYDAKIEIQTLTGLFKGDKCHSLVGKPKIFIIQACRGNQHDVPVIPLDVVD
# Target sequence (P55212 194-293 limits assumed): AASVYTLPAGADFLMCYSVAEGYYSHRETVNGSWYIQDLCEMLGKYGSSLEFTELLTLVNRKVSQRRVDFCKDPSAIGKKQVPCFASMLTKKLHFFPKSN
# RAD54 branch: inhibitors of human RAD54 branch migration; RAD54 Holliday junction branch migration, FAM/BHQ fluorescence; inhibition, % at 10.4 µM; AID 602329; Q92698; 0.14% of 360,000 active;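 active = mean normalized replicate activity at least 40 and at least half of replicates scoring 40 or more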;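 note: 0% = median of neutral control wells and 100% = median of positive control wells; inhibitors cause a drop in the FAM fluorescence signal; in these data hits start at about 50%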
# ERp5 block: blocks human ERp5 reductase activity on insulin; Q15084; ERp5 insulin aggregation, absorbance 650 nm, 90 min; inhibition, % at 9.99 µM; 0.05% of 350,000 active;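 active = mean replicate inhibition above about 25%, with every replicate also reaching it, limit read from the data, passing the limit was not always enough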
# Target sequence (Q15084 whole entry, looked up): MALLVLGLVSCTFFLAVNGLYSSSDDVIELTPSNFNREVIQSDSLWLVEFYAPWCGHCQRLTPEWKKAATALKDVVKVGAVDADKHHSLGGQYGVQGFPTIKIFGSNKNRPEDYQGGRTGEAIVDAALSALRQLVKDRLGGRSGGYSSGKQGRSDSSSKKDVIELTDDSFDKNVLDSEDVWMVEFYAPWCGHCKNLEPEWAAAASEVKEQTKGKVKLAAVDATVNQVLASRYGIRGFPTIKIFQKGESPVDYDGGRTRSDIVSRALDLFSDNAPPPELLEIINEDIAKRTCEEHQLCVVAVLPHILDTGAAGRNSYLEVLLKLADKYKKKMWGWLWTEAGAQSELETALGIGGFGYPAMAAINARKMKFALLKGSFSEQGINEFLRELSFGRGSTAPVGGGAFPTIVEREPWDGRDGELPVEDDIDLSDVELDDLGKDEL
# An asterisk follows results filed as active; · = no result given; & = joins results of further samples. Not a hit list. About 3.2% of those tested had a hit in this group.
SMILES,RAD52 inh,ARNT TACC3 PPI,E-sel inducer,esBAF inh,PglD inh,CASP6 VEID inh,RAD54 branch,ERp5 block
C[C@H]1CN([C@@H](C)CO)C(=O)c2c(c3ccccc3n2C)-c2ccccc2CO[C@@H]1CN(C)C(=O)[C@H]1CCCN1C,30,4,-3.4,-2,-2,2,0,-3
COc1ccc(S(=O)(=O)N2CCC(C(=O)NCc3cccnc3)CC2)cc1Cl,-10,-1,0.8,0,-4,0,-6,5
O=C(CN1C(=O)/C(=C/c2ccc(Cl)cc2)SC1=S)NC1C=CS(=O)(=O)C1 (stereo unspecified),5,-3,·,2,7,2,-8,3
Cc1cc(=O)n(-c2ccc(Cl)cc2)c(=O)[nH]1,-13,-3,-1.2,4,-3,2,-7,5
C[C@@H]1CN([C@H](C)CO)C(=O)c2cc(NC(=O)Nc3ccc(F)cc3)ccc2O[C@@H](C)CCCCO[C@H]1CN(C)S(=O)(=O)c1ccc(Cl)cc1,4&-79,-1,2.0,2&2,0&-3,1&0,7&5,-4&1
O=C(NCC(c1ccco1)N1CCCCC1)c1cnc(Cl)c(Cl)c1 (stereo unspecified),-45,4,·,8,0,1,-5,0
COc1ccc(CN(C)C[C@H]2OCCCC[C@H](C)Oc3ccc(NC(=O)Nc4ccc(C(F)(F)F)cc4)cc3C(=O)N([C@H](C)CO)C[C@H]2C)cc1,33,21,·,-73,-3,-3,8,0
O=C(Nc1ccc(Cl)cc1)N[C@@H]1CC[C@H](CCNC(=O)c2cc(Cl)cc(Cl)c2)O[C@@H]1CO,-5,·,-0.3,·,·,3,·,6
CC1(C)CC2(CCCN3C(=O)CSC32)CCS1 (stereo unspecified),·,-1,·,-2,1,·,3,·
Cc1ccc(OCCOCCn2cnc3ccccc3c2=O)c([N+](=O)[O-])c1,-17,·,-1.3,·,-8,1,3,1
O=C(c1ccc(NS(=O)(=O)c2ccc(Cl)c(Cl)c2)cc1)N1CCOCC1,-11,8,1.0,-2,3,7,-9,7
OCc1nnn(-c2cccc(C(F)(F)F)c2)c1CO,·,-8,·,13,-4,·,-3,·
COc1ccccc1N(C)S(=O)(=O)c1ccc(Cl)c(C(=O)NCC2(N(C)C)CCCCC2)c1,1,0,0.1,-3,-1,5,4,-2
Cc1ccccc1Cc1c(C)nc2nc(SCC(=O)NCCCN3CCCCC3)nn2c1C,·,7,·,-2,-2,·,-1,·
CC(=O)N1CCOc2ccc(S(=O)(=O)Nc3ccc(Cl)cn3)cc21,-12,1,·,-5,-4,1,6,9
CCc1cccc(NC(=S)Nc2cccc3ccccc23)c1,-8,8,·,15,-1,7,4,-7
O=C(CCN1C(=O)/C(=C/c2ccccc2)SC1=S)Nc1cccnc1,-36,-31,·,-5,0,11,-3,8
O=S(=O)(Nc1ccccc1Cl)c1ccc(-c2ccccn2)s1,-20,-2,0.0,3,0,0,-2,3
OC(CN1CCCC1)Cn1ccc2ccccc21 (stereo unspecified),62*,5,0.0,-3,-2,-40,0,3
CO[C@@H]1CN(C)C(=O)c2cc(NC(=O)Nc3ccc(F)cc3)ccc2OC[C@H](C)NC[C@@H]1C,-7,-6,0.2,-2,5,1,-2,-1
C/C=C/c1ccc([C@@H]2[C@@H](CO)N(C(C)=O)[C@@H]2CNC(=O)c2ccccc2)cc1,-49,-5,0.0,-1,-6,-4,0,7
COc1ccc2nc(NC(=O)CSc3nnnn3C)sc2c1,-13,·,1.7,·,·,-3,·,-2
CCC(C)(C)NC(=O)C(c1ccc(OC)cc1)N(C(=O)CCC(=O)Nc1cc(C)on1)c1cc(OC)ccc1OC (stereo unspecified),-4,1,·,3,-3,5,4,3
CC(C)(C)C1CCC(C(=O)Nc2ccc(N3CCOCC3)cc2N2CCOCC2)CC1 (stereo unspecified),-5,-2,·,11,0,1,-10,-3

# Laid out differently: entries from further up
# Values run as follows: RAD52 inh	ARNT TACC3 PPI	E-sel inducer	esBAF inh	PglD inh	CASP6 VEID inh	RAD54 branch	ERp5 block
CCc1cccc(NC(=S)Nc2cccc3ccccc23)c1
→ -8	8	·	15	-1	7	4	-7
COc1ccccc1N(C)S(=O)(=O)c1ccc(Cl)c(C(=O)NCC2(N(C)C)CCCCC2)c1
→ 1	0	0.1	-3	-1	5	4	-2

# As entered above.
# `OC(CN1CCCC1)Cn1ccc2ccccc21` (stereo unspecified) @ E-sel inducer: 0.0
# `CCc1cccc(NC(=S)Nc2cccc3ccccc23)c1` @ CASP6 VEID inh: 7
# `CC(C)(C)C1CCC(C(=O)Nc2ccc(N3CCOCC3)cc2N2CCOCC2)CC1` (stereo unspecified) @ CASP6 VEID inh: 1
# `O=S(=O)(Nc1ccccc1Cl)c1ccc(-c2ccccn2)s1` @ ARNT TACC3 PPI: -2
# `CO[C@@H]1CN(C)C(=O)c2cc(NC(=O)Nc3ccc(F)cc3)ccc2OC[C@H](C)NC[C@@H]1C` @ CASP6 VEID inh: 1

# Next section:
SMILES,RAD52 inh,ARNT TACC3 PPI,E-sel inducer,esBAF inh,PglD inh,CASP6 VEID inh,RAD54 branch,ERp5 block
CCCN1C(=O)N(C)C(N(O)C(=O)NC)C1(C)C (stereo unspecified),·,6,·,3,-4,·,-3,·
CC(C)CNC1CCS(=O)(=O)C1 (stereo unspecified),-2,-5,-0.5,4,-2,-2,-13,5
Cc1cccc(NC(=O)CN2C(=O)N/C(=C\c3ccc(N4CCOCC4)cc3)C2=O)c1,-30,·,·,59*,-7,-1,1,2
Cc1ccc(-n2ncc3c2CCCC3NC(=O)CCc2c(C)noc2C)cc1C (stereo unspecified),-9,5,·,10,1,5,8,-2
COc1cc(OC)cc(C2=Cc3ccccc3C(CC(C)=O)N2c2ccc(-c3cccs3)cc2)c1 (stereo unspecified),-21,·,0.2,·,·,-2,·,-4
O=C(C1=C[C@H](c2ccc(Br)cc2)C[C@H](OCCCCO)O1)N1CCN(Cc2ccc3c(c2)OCO3)CC1,5,18&30,·,-3,0&5,1,-14&3,0
O=C1c2ccccc2[C@@H]2C[C@@H](O)[C@H](Nc3ccccc3)CCN12,2,-7,0.3,1,-1,4,5,0
O=C(CSc1nc2ccccc2o1)c1ccccc1,·,1,·,32,3,·,-3,·
C[C@@H]1CCCCO[C@@H](CN(C)Cc2ccc(Cl)c(Cl)c2)[C@@H](C)CN([C@H](C)CO)C(=O)c2cc(NC(=O)CCC(F)(F)F)ccc2O1,-17&-6,8,-1.0,6&6,-2&-3,-2&3,-1&-2,0&9
C[C@@H]1CCCCO[C@H](CN(C)C(=O)NC2CCCCC2)[C@@H](C)CN([C@H](C)CO)C(=O)c2cc(NC(=O)NC3CCCCC3)ccc2O1,-9,-9,-0.2,-4,2,3,6,3
Cc1nnc(-n2ncc(C#N)c2N)c2nn(-c3cccc(Cl)c3)c(C)c12,·,-5,·,-4,7,·,2,·
COCC(=O)N1[C@H](CO)[C@H](c2ccc(-c3cccc(F)c3)cc2)[C@@H]1C#N,-46,-9,0.8,2,1,-2,-4,0
COc1ccc2c3c([nH]c2c1)[C@H](CO)N(Cc1ccccc1)CC31CCN(C(=O)Nc2cccc(F)c2)CC1,-7,·,-0.7,·,·,-2,·,8
COc1ccc(N(CC(=O)N2CCOCC2)S(C)(=O)=O)cc1Cl,-17,-4,0.0,1,-2,-2,-3,-9
Clc1ccc(-[n+]2c(-c3cccc(Br)c3)[nH]c3nc4ccccc4nc32)cc1,-10,-43,·,·,-3,-2,-2,·
COc1ccc(CS(=O)(=O)CC(C)(O)c2ccccc2Cl)cc1 (stereo unspecified),-1,-4,0.3,-4,-7,0,-2,2
CN(CCOc1ccccc1)C(=O)C1CCC(=O)N(CCc2ccc(Cl)cc2)C1 (stereo unspecified),-9,2,-0.2,·,2,3,-9,6
Cc1ccnc(NS(=O)(=O)c2ccc(NC(=O)CCc3ccccc3)cc2)n1,-8,20,·,-2,-4,4,3,0
O=C(NNC(=S)Nc1ccc(Br)cc1)c1ccccc1Br,-10,2,0.2,20,5,3,8,-2
CN(C)CCCNC(=O)C[C@@H]1CC[C@H]2[C@@H](COC[C@@H](O)CN2CC2CCCC2)O1,3,-3,-0.1,-6,0,0,-2,0
CCn1cc(Br)c(C(=O)Nc2ccc(F)cc2F)n1,-5,-39,6.2,·,·,3,·,-2
COc1ccc(CN2C[C@@H](CO)O[C@@H](n3cnc4c(NCCCO)ncnc43)C2)cc1,-4,·,-0.1,6,3,2,-4,-10
CN(C(=O)COC(=O)COc1ccc(Cl)cc1Cl)c1c(N)n(Cc2ccccc2)c(=O)[nH]c1=O,-7,0,-0.1,·,·,-1,·,-1
O=C(CSc1nc2ccc(Nc3nc(N4CCCC4)nc(N4CCCC4)n3)cc2s1)NCc1ccco1,-16,-5,-0.1,·,·,0,·,2
CCC(=O)N1CC2(CCN(C(=O)Nc3ccccc3F)CC2)c2c([nH]c3cc(OC)ccc23)[C@@H]1CO,-4,·,0.1,·,·,2,·,3
CCOc1ccc(C(=O)Nc2cccc(-c3ccc4nncn4n3)c2)cc1,-17,2,6.0,23,5,-7,5,1
Cc1ccc(C(=O)Nc2nccs2)s1,-6,9,0.0,39,0,0,14,1
Cc1cc(N/N=C/c2ccccc2F)c2ccccc2n1,-17,1,·,19,·,8,·,-12
C[C@@H]1CN([C@@H](C)CO)C(=O)c2cc(NS(=O)(=O)c3ccccc3)ccc2O[C@@H]1CN(C)S(=O)(=O)c1ccccc1,-7,-8,-2.9,1,4,-2,1,-5
C[C@@H]1CN([C@H](C)CO)C(=O)c2cc(C#Cc3ccccn3)cnc2O[C@@H]1CN(C)Cc1ccncc1,-137,-1,0.3,2,0,-2,-2,9
CCn1c(=O)n(CC)c2cc(N3CCCC3)c(NC(=O)c3cc(Cl)ccc3OC)cc21,-4,9,·,-10,-1,2,6,9
C[C@@H]1CCCCO[C@@H](CN(C)S(=O)(=O)c2ccc(F)cc2)[C@@H](C)CN([C@H](C)CO)C(=O)c2cc(N(C)C)ccc2O1,5&-10&-3,6&21,-0.1&-0.1,-3&-6&0,3&0&4,0&0&1,3&3&4,3&0&-8
COC(=O)C(NC(=O)CCC(=O)N[C@@H](C(=O)OC)c1ccccc1)c1ccccc1 (stereo partly specified),-14,1,-0.1,6,-1,0,0,-4
COc1cccc(C2CC(C(F)(F)F)n3ncc(C(=O)Nc4c(C)n(C)n(-c5ccccc5)c4=O)c3N2)c1 (stereo unspecified),·,27,·,4,3,·,10,·
C[C@H](CO)N1C[C@H](C)[C@@H](CN(C)CC2CC2)OCCCC[C@H](C)Oc2ccc(NC(=O)c3ccncc3)cc2C1=O,12,1,0.0,-8,-1,1,7,1
COC(=O)c1cccc(NC(=O)CCSc2ccc(Cl)cc2)c1C,·,-2,·,-1,0,·,-1,·
O=C(C1CCC1)N1CC2(C1)[C@H](c1ccccc1)[C@H](CO)N2Cc1nccs1,-9,·,-0.1,·,·,-1,·,-1
CN(C)C(=O)[C@@H]1[C@@H](CO)[C@@H]2Cn3c(ccc(C4=CCCCC4)c3=O)[C@@H]2N1Cc1ccc2c(c1)OCO2,-18,3,-0.6,2,0,0,-5,-4
O=C(CN1CCN(Cc2ccc(F)cc2Cl)C1=O)NCCCN1CCOCC1,-4,-2,-1.8,3,6,3,-5,0
COc1ccc2c3c([nH]c2c1)[C@@H](CO)N(CC1CC1)CC31CN(C(=O)NC2CCCC2)C1,-12,·,0.0,·,·,-4,·,6
Cc1ccc(NC(=S)NC(NC(=O)N(C)C)C(Cl)(Cl)Cl)cc1 (stereo unspecified),3,-1,-2.0,·,-6,-1,9,1
C[C@@H]1CN([C@H](C)CO)C(=O)Cc2cc(NC(=O)Nc3ccccc3)ccc2O[C@H]1CN(C)CC1CCCCC1,0,5,0.2,0,-1,2,7,-2
Cc1ccc(NC(=O)C2C3C=CC4(O3)C2C(=O)N(CCCN2CCCCC2)C4C(=O)NC2CCCCC2)cc1Cl (stereo unspecified),3,1,-0.1,5,-1,-7,12,1
O=C(N/N=C/c1cc(Cl)c(O)c(Cl)c1)c1cc2c(ccc3ccccc32)o1,-16,10,-0.1,21,-6,3,3,-1
CC1=C(C(=O)Nc2ccccc2C)C(c2cccnc2)n2nc(CCCO)nc2N1 (stereo unspecified),·,-1,·,-4,-7,·,-10,·

# Bioassay records (PubChem)
